Assay outcomes: PubChem, Broad Institute
CFTR F508del cor = correctors of CFTR F508del function in bronchial epithelial cells | activity (quench increase), % at 7.58 µM | AID 720511 | CFBE cells, YFP halide quenching; stimulated with forskolin plus potentiator P3; % fluorescence drop versus neutral controls | 0.36% of 350,000 active;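 active = mean added fluorescence quench of at least 8% versus neutral control, with both replicates also reaching 8%; inconclusive = only one of the mean or replicate conditions met; inactive = mean below 8% and not both replicates reaching 8%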;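 also: cells transiently co-express mutant CFTR-F508del with the halide-sensitive YFP; corrector assay measuring rescue of mutant channel to the surface after 24 h compound exposure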
ERAP1 HTS inh = blocks human ERAP1 aminopeptidase activity. Q9NZ08. recombinant ERAP1, Leu-AMC fluorescence, 60 min. inhibition, % at 10.7 µM. 0.15% of 340,000 active;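 active = mean replicate inhibition of at least 30%, or all replicates individually reaching that 30% level; inactive = mean below 30% and not every replicate reaching it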;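 also: 0% = neutral control wells and 100% = L-leucinethiol positive control wells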
Target sequence (Q9NZ08 whole entry, looked up): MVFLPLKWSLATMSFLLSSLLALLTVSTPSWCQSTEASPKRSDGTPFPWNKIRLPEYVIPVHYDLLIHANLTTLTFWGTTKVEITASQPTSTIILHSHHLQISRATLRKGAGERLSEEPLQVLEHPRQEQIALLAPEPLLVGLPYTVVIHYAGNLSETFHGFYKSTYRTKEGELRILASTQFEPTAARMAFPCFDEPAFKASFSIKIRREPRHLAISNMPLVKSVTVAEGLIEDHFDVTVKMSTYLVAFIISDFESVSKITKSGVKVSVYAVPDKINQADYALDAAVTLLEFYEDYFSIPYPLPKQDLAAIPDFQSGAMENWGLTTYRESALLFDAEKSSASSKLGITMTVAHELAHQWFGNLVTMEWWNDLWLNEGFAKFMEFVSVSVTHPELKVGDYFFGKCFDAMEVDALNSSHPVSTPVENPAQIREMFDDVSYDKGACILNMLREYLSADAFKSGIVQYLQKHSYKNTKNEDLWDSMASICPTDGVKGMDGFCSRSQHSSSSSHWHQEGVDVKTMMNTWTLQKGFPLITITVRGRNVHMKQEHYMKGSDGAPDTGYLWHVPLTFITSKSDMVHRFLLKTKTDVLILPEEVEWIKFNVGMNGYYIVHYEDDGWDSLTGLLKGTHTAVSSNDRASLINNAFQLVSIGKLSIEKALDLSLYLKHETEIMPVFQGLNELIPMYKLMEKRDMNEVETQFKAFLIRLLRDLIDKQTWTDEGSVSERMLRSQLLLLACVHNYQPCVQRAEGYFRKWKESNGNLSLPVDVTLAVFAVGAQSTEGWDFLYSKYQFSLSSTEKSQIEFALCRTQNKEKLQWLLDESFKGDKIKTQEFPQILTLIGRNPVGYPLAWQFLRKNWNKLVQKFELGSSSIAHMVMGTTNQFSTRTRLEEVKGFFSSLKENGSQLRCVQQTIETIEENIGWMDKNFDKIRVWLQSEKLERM
CASP6 VEID inh = blocks human caspase-6 cleavage activity. P55212. purified caspase-6, Z-VEID-R110 cleavage fluorescence. inhibition, % at 12.5 µM. 0.53% of 350,000 active. AID 686996;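 active = mean inhibition across replicates at least about 35%, with every replicate also reaching that limit, limit read from the data; inconclusive = only one of the two criteria met; inactive = neither criterion met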;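 also: 0% = median of neutral control wells and 100% = no fluorescence left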
SIRT5 block = sirtuin-5 (human) deacylase inhibition; Purified SirT5, succinyl-peptide AMC, trypsin-coupled fluorescence; 1.1% of 330,000 active; inhibition, % at 15 µM; Q9NXA8; AID 652115; in the data active = inhibition above about 15%; inconclusive = no clear call, values can overlap the other calls
DENV2 CPE = DENV2-induced cell death inhibition; DENV2-infected cells, cytopathic effect rescue, plate reader; CPE inhibition, % at 9.99 µM; 1.7% of 350,000 active; AID 651640; in the data active = CPE inhibition above about 20%, passing the limit was not always enough; inconclusive = no clear call, values can overlap the other calls; tested in BHK-21 cells;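 also: 0% = median of neutral control wells and 100% = median of positive control wells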
ERp5 block = blocks human ERp5 reductase activity on insulin; Q15084; ERp5 insulin aggregation, absorbance 650 nm, 90 min; inhibition, % at 9.99 µM; 0.05% of 350,000 active;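 active = mean replicate inhibition above about 25%, with every replicate also reaching it, limit read from the data, passing the limit was not always enough; inconclusive = only one of those two criteria met; inactive = neither criterion met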
miR122 inh = blocks miR-122 activity in Huh7 sensor cells. Huh7 miR-122 Renilla luciferase sensor, 48 h; neutral wells = 0, positive control = 100. activation (reporter increase), % at 12.5 µM. 0.3% of 340,000 active;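 active = mean replicate activation score at least 90 and every replicate individually at or above 90; inconclusive = only one of the two criteria met; inactive = neither criterion met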;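 also: higher luciferase means less miR-122 activity so hits act as miR-122 inhibitors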
Starred values were filed as active, the others as inactive; ? = inconclusive; nt = no result given; [ ] = another dose, or the depositor's remark.

SMILES | CFTR F508del cor | ERAP1 HTS inh | CASP6 VEID inh | SIRT5 block | DENV2 CPE | ERp5 block | miR122 inh
CCC1CCCCN1CCCNC(=O)C1CCC(Cn2c(=O)[nH]c3ccccc3c2=O)CC1 (configuration not stated) | nt | 1 | -33 | 1 | nt | 0 | 0
CC(C)(C)N1CC(C(=O)Nc2ccc(S(N)(=O)=O)cc2)CC1=O (configuration not stated) | 2.1 | nt | -1 | -2 | 4 | 2 | 0
O=C(C[n+]1cc(Br)cc(Br)c1)c1cccc([N+](=O)[O-])c1 | 2.7 | -2 | -3 | -1 | 6 | 13 | nt
Cc1onc(-c2c(Cl)cccc2Cl)c1C(=O)N1CCCc2ccccc21 | -2.1 | 5 | 1 | -4 | -3 | 1 | 1
CCCCCn1c(=O)[nH]c2cc(C(=O)NCCCN(C)Cc3ccccc3)ccc2c1=O | -2.0 | nt | 1 | -4 | 2 | -5 | -2
Cc1cc(C)nc(NC(=O)c2cc(Br)ccc2Cl)n1 | 4.4 | -4 | -1 | -5 | 5 | 0 | nt
CC(C)n1cc(CN2CCC(n3nccc3NC(=O)CCCc3ccccc3)CC2)cn1 | -1.0 | 0 | -3 | -4 | -5 | -11 | -1
Cc1ccc(S(=O)(=O)N(C)C[C@H]2OCCCC[C@H](C)Oc3ccc(NC(=O)Nc4c(C)noc4C)cc3C(=O)N([C@@H](C)CO)C[C@@H]2C)cc1 | 1.2 | 1 | -1 | 0 | -3 | 24 | -8[16.7 µM]
Cc1noc(C)c1NC(=O)Nc1ccc2c(c1)C(=O)N([C@H](C)CO)C[C@H](C)[C@H](CN(C)Cc1ccncc1)O2 | 0.0 | 2 | -2 | -5 | 5 | -3 | 7[16.7 µM]
O=C(CS(=O)CC(=O)Nc1cnc2ccccc2c1)Nc1ccc(Cl)cc1 (configuration not stated) | 0.0 | 1 | 2 | -1 | -1 | -1 | 5
CCn1ccnc1CN1CCc2c([nH]c3ccccc23)C1C(C)(C)C (configuration not stated) | 4.8 | 0 | 4 | 4 | 6 | -1 | -12
O=C(CSc1ccc(-c2cccnc2)nn1)N1CCCc2ccccc21 | -1.2 | 6 | 0 | 1 | 4 | -3 | nt
CCCCC#Cc1ccc(C(=O)NNC(=O)Nc2ccccc2)o1 | -0.5 | 5 | -1 | -7 | 3 | 2 | nt
CC(C)C(=O)Nc1ccc2c(c1)C(=O)N(C)[C@H]1CC[C@@H](CC(=O)NCCCN(C)C)O[C@H]1CO2 | -0.7 | 0 | 2 | -1 | -7 | 1 | -42[16.7 µM]
CCn1nnc2cc(C(=O)Nc3cc(OC)cc(OC)c3)ccc21 | 2.4 | 3 | -2 | -7 | -9 | 5 | 23
Clc1ccc(CO/N=C/c2cccs2)cc1 | -0.1 | 1 | 0 | -3 | 1 | 0 | -5
COCC(=O)N(C)C[C@@H]1Oc2ncc(-c3ccc(F)cc3)cc2C(=O)N([C@H](C)CO)C[C@@H]1C | -2.5 | 3 | 0 | 0 | 11 | 8 | 0[16.7 µM]
O=C(NCCN1CCCc2ccccc21)C1CCC(=O)N(CCc2ccccc2)C1 (configuration not stated) | -0.3 | -2 | -1 | -3 | -7 | 3 | nt
Cc1c(C(=O)N2CCN(c3ccccc3)CC2)oc2c(Cl)cccc12 | -0.2 | 2 | -87 | 2 | -6 | 3 | -11
C[C@H](CO)N1C[C@H](C)[C@H](CN(C)Cc2ccc3c(c2)OCO3)Oc2ncc(-c3cccc(C(F)(F)F)c3)cc2C1=O | -1.3 | 2 | 8 | 1 | 6 | -9 | 17[16.7 µM]
Cc1cc(NC(=O)C(C)SCC(=O)Nc2cc(C(F)(F)F)ccc2N2CCCCC2)no1 (configuration not stated) | 2.3 | 1 | 3 | -3 | -8 | 3 | 3
CCc1nnc(NS(=O)(=O)c2ccc(NC(=O)CCC(=O)OC)cc2)s1 | 0.0 | 0 | 1 | 1 | 0 | 0 | -2
COc1ccc(NC(=O)c2ccccc2C)cc1 | -1.5 | 2 | 2 | 1 | -1 | 6 | -1
CCOC(=O)C1=C(C(=O)OCC)C2N(Cc3ccc(Br)cc3)c3ccccc3[C@@]23C[C@@H](C(=O)OC)N(S(=O)(=O)c2ccc(Br)cc2)C3=N1 (some centres not stated) | -9.3 | -4 | -2 | nt | -7 | 6 | nt
Cc1onc(-c2c(Cl)cccc2Cl)c1C(=O)NCC1CCCO1 (configuration not stated) | -2.5 | -4 | 0 | 0 | 10 | 2 | -2

Profiles, quoted from the list. Values in the order: CFTR F508del cor	ERAP1 HTS inh	CASP6 VEID inh	SIRT5 block	DENV2 CPE	ERp5 block	miR122 inh
`Cc1cc(C)nc(NC(=O)c2cc(Br)ccc2Cl)n1` across the screens: 4.4	-4	-1	-5	5	0	nt
`Cc1cc(NC(=O)C(C)SCC(=O)Nc2cc(C(F)(F)F)ccc2N2CCCCC2)no1` (configuration not stated) across the screens: 2.3	1	3	-3	-8	3	3

Further entries:
SMILES | CFTR F508del cor | ERAP1 HTS inh | CASP6 VEID inh | SIRT5 block | DENV2 CPE | ERp5 block | miR122 inh
CCOc1ccc(/C=N/NC(=O)CC(=O)Nc2ccc(Cl)c(Cl)c2)cc1 | nt | -2 | -5 | -1 | 10 | 1 | 0
O=C1NC(Cc2ccccc2)c2nc3cc(Cl)ccc3c(=O)n2-c2ccccc21 (configuration not stated) | 3.2 | 5 | 1 | 1 | 5 | 2 | nt
N#C/C(=C\c1ccc(-c2cccc([N+](=O)[O-])c2)o1)C(=O)N1CCOCC1 | 0.1 | 8 | 6 | -1 | 13 | -2 | nt
COc1ccc(N(C)S(=O)(=O)c2cccc(C(=O)Nc3nc(C)cs3)c2)cc1 | 2.3 | -7 | -3 | -1 | -7 | 5 | 10
O=C(CN1CCOCC1)Nc1ccc2c(c1)CCC2 | 1.9 | nt | 1 | 2 | 7 | -1 | 10
COc1ccc(C2CC(c3ccc(C)cc3)Nc3ncnn32)cc1 (configuration not stated) | -5.6 | nt | 4 | nt | -3 | ? | -3
Cc1ccc(-n2nc3c(c2NC(=O)CC(C)C)CS(=O)C3)cc1 (configuration not stated) | 1.0 | -4 | 0 | 6 | 14 | 0 | 0
O=c1c(-c2ccccc2)c(O)c2ccccc2n1-c1ccccc1 | 1.5 | -4 | -5 | -2 | -7 | 0 | nt
Cc1ccc(OCc2cc(C(=O)NCc3cc(F)ccc3C)no2)cn1 | 0.8 | -2 | 4 | 0 | 3 | 2 | -3
C[C@H]1CN([C@@H](C)CO)S(=O)(=O)c2ccc(-c3cncnc3)cc2O[C@@H]1CN(C)Cc1cncnc1 | 3.6 | 4 | 1 | -6 | 3 | -6 | -1[16.7 µM]
CCOc1ccccc1OCCCC(=O)Nc1ccc(Cl)c(S(=O)(=O)N2CCOCC2)c1 | 4.2 | 4 | 0 | 2 | -3 | 5 | 0
Cc1ccccc1S(=O)(=O)N1CC(=O)N2[C@H](C1)[C@H](c1ccc(C#CCC(C)C)cc1)[C@@H]2CO | 2.5 | 0 | 1 | 11 | 0 | 5 | nt
Cc1cccn2c(=O)c3cc(C(=O)NCCN4CCOCC4)c(=N)n(Cc4ccc(F)cc4)c3nc12 | 1.3 | -109 | -1 | -25 | -5 | -2 | 11
O=C(C1CCN(S(=O)(=O)c2ccccc2)CC1)N1CCCCCC1 | -0.7 | -1 | 3 | -2 | -1 | 2 | -6
CC(C)CN(C(=O)COC(=O)c1cccs1)c1c(N)n(Cc2ccccc2)c(=O)[nH]c1=O | -0.1 | 3 | -3 | nt | -18 | -1 | nt
COc1ccc(CC(=O)OC2CCCN(C)C2)cc1 (configuration not stated) | -3.3 | -5 | 8 | -6 | -4 | 1 | -4
CCOC(=O)Cc1csc(NC(=S)NC(=O)c2ccccc2Br)n1 | nt | 0 | 2 | -2 | -1 | -2 | -6
O=C(NCc1ccncc1)C(=O)N/N=C/c1ccccn1 | 1.8 | -5 | 2 | -4 | 5 | 6 | nt
C[C@H](CO)N1C[C@H](C)[C@@H](CN(C)Cc2ccc(Cl)c(Cl)c2)OCCCC[C@H](C)Oc2ccc(NC(=O)Nc3cccc4ccccc34)cc2C1=O | -1.5 | 0 | 0 | 2 | 33* | -4 | 29[16.7 µM]
COC(=O)C1=C(C)N(Cc2ccccc2)C(=S)NC1c1cccc(OC)c1 (configuration not stated) | 0.4 | 3 | -3 | -1 | -8 | 7 | nt
COCCNC(=O)C[C@H]1CC[C@@H]2[C@@H](COc3ccc(NC(=O)c4cnccn4)cc3C(=O)N2C)O1 | 1.6 | 2 | -2 | -7 | 7 | 9 | -5[16.7 µM]
C[C@H]1CN([C@@H](C)CO)C(=O)c2cc(NC(=O)CCCN(C)C)ccc2O[C@H]1CN(C)S(=O)(=O)c1ccc(F)cc1 | -0.5 | -2 | -5 | 3 | -5 | -1 | -4[16.7 µM]
CCOC(=O)C1C(=O)CC(=O)C(C(=O)OCC)C1c1ccc(O)cc1 (configuration not stated) | -2.2 | 2 | 10 | -1 | 6 | -1 | nt
O=C(C1CCCC1)N1CC2(C1)[C@@H](c1ccccc1)[C@@H](CO)N2Cc1cncnc1 | -1.3 | -2 | 1 | -2 | 13 | -2 | nt
Cc1cc(Cl)ccc1OCCCC(=O)NCCCn1ccnc1 | 1.8 | -4 | 11 | 9 | 7 | 1 | nt
SMILES | CFTR F508del cor | ERAP1 HTS inh | CASP6 VEID inh | SIRT5 block | DENV2 CPE | ERp5 block | miR122 inh
Cc1ccc(C(=O)NNC(=O)CSc2nnc(C(C)C)n2C)cc1 | 1.0 | 1 | -3 | nt | -4 | 0 | nt
COc1ccc(-c2csc(-c3cccs3)n2)c(OC)c1 | -1.5 | 2 | 0 | -9 | ? | 6 | 9
COc1ccc2c3c([nH]c2c1)[C@@H](CO)N(C(=O)c1ccc(F)cc1)CC31CN(C(=O)NC(C)C)C1 | -0.9 | 1 | -2 | 1 | -4 | 12 | nt
Cc1noc(C)c1NC(=O)N(C)C[C@@H]1OCc2ccccc2-c2ccccc2C(=O)N([C@@H](C)CO)C[C@H]1C | -2.1 | -3 | -1 | -6 | 3 | 5 | nt
CC(C)c1nc2sc3c(SCC(N)=O)ncnc3c2c2c1CCC2 | 2.1 | 3 | -2 | 1 | -1 | 5 | -6
Cc1cc(C(=O)Nc2c(F)cc(F)cc2Br)cs1 | -2.8 | -2 | 0 | -3 | -8 | 12 | nt
Cc1c(C)c2ccc(OCC(=O)Nc3cccnc3)c(C)c2oc1=O | 0.7 | 3 | 0 | 4 | -6 | 4 | -1
CC=Cc1ccc2n(c1=O)C[C@H]1[C@H](CO)[C@@H](C(=O)N3CCOCC3)N(Cc3ccccc3)[C@@H]21 (mixture of isomers) | -2.0 | 2 | -1 | 0 | 6 | -2 | -4[16.7 µM]
CCN1C(=O)[C@H]2[C@@H](c3ccc(-c4ccc(C(C)=O)cc4)cc3)N3CCCC[C@@]3(C(=O)OC)[C@H]2C1=O | 2.4 | 1 | 2 | 0 | 17 | -3 | -10
CSc1nsc(SC)c1C(=O)Nc1ccc(C(C)(C)C)cc1 | -1.1 | 4 | 1 | -3 | -2 | 2 | nt
CCOc1ccc(N=C2Sc3nc4ccc(C)cc4cc3CN2CCOC)cc1 | -2.0 | nt | 1 | nt | -2 | 6 | -1
c1ccc(-c2cn(-c3ccccc3)c3[n+]2CCS3)cc1 | 2.8 | 6 | 2 | -5 | nt | 10 | 5
OCC[C@H]1C[C@@H](O)[C@H](O)[C@@]2(OCCc3ccccc32)O1 | 4.0 | nt | -2 | nt | -3 | 2 | -3
CN(C)CC(=O)Nc1ccc2c(c1)[C@H]1C[C@@H](CC(=O)N3CCN(C)CC3)O[C@H](CO)[C@H]1O2 | 2.1 | -2 | 0 | nt | ? | 4 | -4[16.7 µM]
Cc1ccc(-c2ccc([C@@H]3[C@@H](CO)N4CCCCN(C(=O)c5ccncc5)C[C@H]34)cc2)cc1 | -0.5 | 0 | 1 | 0 | 6 | -4 | -3[16.7 µM]
CC1(C)Oc2cc3oc(=O)ccc3cc2C[C@@H]1O | 3.9 | -4 | 0 | nt | -17 | 1 | -4
O=C(C1CC1)N1CC(=O)N2[C@H](C1)[C@H](c1ccc(C#CCc3ccccc3)cc1)[C@@H]2CO | 6.0 | 0 | 4 | 4 | -5 | -5 | nt
CN1C(=O)c2cc(NC(=O)c3cccs3)ccc2OC[C@H]2O[C@@H](CC(=O)NCCN3CCCCC3)CC[C@@H]21 | -0.2 | 1 | 0 | 3 | 5 | 1 | -25[16.7 µM]
